# Source: PubChem
# LDHA block: inhibitors of human lactate dehydrogenase A; P00338; purified LDHA, NADH/diaphorase-resazurin fluorescence; active compounds read low; activity change, % (values are at about 110 or 230 µM); 480,000 tested, 0.15% active; AID 1347041; in the data active means activity change below about -30%;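 further: plate controls were DMSO wells for no effect and wells without enzyme for full effect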
#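 Enzyme activity of human lactate dehydrogenase 5 (2 nM; 0.06 mM NADH, 0.2 mM pyruvate, 5 min, RT) is measured via a resazurin/diaphorase fluorescence readout of residual NADH.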
# Numbers without * were called inactive; & = joins results of further samples. Some of the compounds tested (hit frequency here may not be typical).
1. CC(C)C(NC(N)=O)C(=O)Nc1cccc(Cl)c1 (centres undefined)
  LDHA block: 3

2. O=C(NCc1ccccn1)C1(c2cccc(C(F)(F)F)c2)CCOCC1
  LDHA block: 6

3. O=C(Nc1ccc(Cl)c(C(F)(F)F)c1)c1ccccc1I
  LDHA block: 8

4. COc1ccc2oc(=O)c(-c3nc(-c4ccc(C)cc4)no3)cc2c1
  LDHA block: 1

5. Cc1cc2c(cc1C)-n1nnnc1C(N1CCN(CC(=O)N3CCCC3)CC1)C(=O)N2 (centres undefined)
  LDHA block: -3

6. Cn1nnnc1Sc1ncnc2scc(-c3ccc4ccccc4c3)c12
  LDHA block: -3

7. CC1=C(C(=O)OC(C)(C)C)C(c2ccccc2Cl)NC(=O)N1 (centres undefined)
  LDHA block: -4

8. CNC(=O)NC(=O)CN1CCOC(c2ccc(F)cc2)C1 (centres undefined)
  LDHA block: -5

9. CC(C)c1ccc(-c2nn(-c3ccccc3)cc2/C=N/O)cc1
  LDHA block: 14

10. CCCCOc1ccc(NC(=O)Cc2ccccc2)c2cccnc12
  LDHA block: 72

11. CCC1(CC)NC(=O)N(CC(=O)Nc2cccc3cccnc23)C1=O
  LDHA block: -3

12. CN(C)S(=O)(=O)c1cccc(NC(=O)c2nn(Cc3ccccc3)c(=O)c3ccccc23)c1
  LDHA block: 4

13. O=c1c2ccccc2cnn1Cc1coc(-c2ccc(Cl)cc2)n1
  LDHA block: -11

14. COc1ccc(OCCOC(=O)Cn2cnc3c2c(=O)n(C)c(=O)n3C)cc1
  LDHA block: 8

15. O=c1nc2n(-c3cccc(Cl)c3)c3cccc(Cl)c3cc-2c(=O)[nH]1
  LDHA block: 13

16. CCCCc1cc(=O)oc2c(C)c(OC(C)C(=O)NCc3ccncc3)ccc12 (centres undefined)
  LDHA block: 13

17. Cc1ccc(OCCOc2ccc3ccc(=O)oc3c2)cc1C
  LDHA block: 11

18. COc1ccc(C(=O)NNC(=O)CC2Sc3ccc(Cl)cc3NC2=O)cc1OC (centres undefined)
  LDHA block: -1

19. COc1cccc(/C=C/C(=O)c2cc(C)ccc2C)c1OC
  LDHA block: 4

20. CCCCn1cc(S(=O)(=O)c2ccc(CC)cc2)c(=O)c2cc(OCC)ccc21
  LDHA block: 2

21. CC(=O)c1ccc(NC(=O)C23CCC(C2)C(C)(C)C3=O)cc1 (centres undefined)
  LDHA block: -6

22. COc1ccc(-c2nc3cc(NC(=O)c4ccc(C)cc4)ccc3o2)cc1OC
  LDHA block: 6

23. COc1cc(O)c(C(CC(=O)N2CCC(Cc3ccccc3)CC2)c2ccc(OC)c(OC)c2)c(OC)c1 (centres undefined)
  LDHA block: -1

24. CCCCn1c(Cn2ccnc2C)nc2cc(NC(=O)c3ccc(OC)cc3)ccc21
  LDHA block: 3

25. O=[N+]([O-])c1ccccc1/C=N/NS(=O)(=O)c1ccccc1
  LDHA block: 8

26. CCc1ccc2oc(-c3cccc(NC(=O)c4ccc([N+](=O)[O-])o4)c3)nc2c1
  LDHA block: 3

27. Cc1cc(C(F)F)nn1Cc1nc2c3c4c(sc3ncn2n1)CC(C)CC4 (centres undefined)
  LDHA block: -3

28. O=c1ccc2cc(S(=O)(=O)NC34CC5CC(CC(C5)C3)C4)ccc2o1
  LDHA block: -6

29. CC(C)c1ccc(C(=O)NCc2ccco2)cc1
  LDHA block: 3

30. Cc1[nH]c2ccccc2c1C(=O)CN1CCN(C)CC1
  LDHA block: 3

# Taken from the results shown (21 entries):
10. CCCCOc1ccc(NC(=O)Cc2ccccc2)c2cccnc12
  LDHA block: 72

11. CCC1(CC)NC(=O)N(CC(=O)Nc2cccc3cccnc23)C1=O
  LDHA block: -3

12. CN(C)S(=O)(=O)c1cccc(NC(=O)c2nn(Cc3ccccc3)c(=O)c3ccccc23)c1
  LDHA block: 4

13. O=c1c2ccccc2cnn1Cc1coc(-c2ccc(Cl)cc2)n1
  LDHA block: -11

14. COc1ccc(OCCOC(=O)Cn2cnc3c2c(=O)n(C)c(=O)n3C)cc1
  LDHA block: 8

15. O=c1nc2n(-c3cccc(Cl)c3)c3cccc(Cl)c3cc-2c(=O)[nH]1
  LDHA block: 13

16. CCCCc1cc(=O)oc2c(C)c(OC(C)C(=O)NCc3ccncc3)ccc12 (centres undefined)
  LDHA block: 13

17. Cc1ccc(OCCOc2ccc3ccc(=O)oc3c2)cc1C
  LDHA block: 11

18. COc1ccc(C(=O)NNC(=O)CC2Sc3ccc(Cl)cc3NC2=O)cc1OC (centres undefined)
  LDHA block: -1

19. COc1cccc(/C=C/C(=O)c2cc(C)ccc2C)c1OC
  LDHA block: 4

20. CCCCn1cc(S(=O)(=O)c2ccc(CC)cc2)c(=O)c2cc(OCC)ccc21
  LDHA block: 2

21. CC(=O)c1ccc(NC(=O)C23CCC(C2)C(C)(C)C3=O)cc1 (centres undefined)
  LDHA block: -6

22. COc1ccc(-c2nc3cc(NC(=O)c4ccc(C)cc4)ccc3o2)cc1OC
  LDHA block: 6

23. COc1cc(O)c(C(CC(=O)N2CCC(Cc3ccccc3)CC2)c2ccc(OC)c(OC)c2)c(OC)c1 (centres undefined)
  LDHA block: -1

24. CCCCn1c(Cn2ccnc2C)nc2cc(NC(=O)c3ccc(OC)cc3)ccc21
  LDHA block: 3

25. O=[N+]([O-])c1ccccc1/C=N/NS(=O)(=O)c1ccccc1
  LDHA block: 8

26. CCc1ccc2oc(-c3cccc(NC(=O)c4ccc([N+](=O)[O-])o4)c3)nc2c1
  LDHA block: 3

27. Cc1cc(C(F)F)nn1Cc1nc2c3c4c(sc3ncn2n1)CC(C)CC4 (centres undefined)
  LDHA block: -3

28. O=c1ccc2cc(S(=O)(=O)NC34CC5CC(CC(C5)C3)C4)ccc2o1
  LDHA block: -6

29. CC(C)c1ccc(C(=O)NCc2ccco2)cc1
  LDHA block: 3

30. Cc1[nH]c2ccccc2c1C(=O)CN1CCN(C)CC1
  LDHA block: 3

# More records.
31. O=C(NCc1ccc(F)cc1)Nc1c(NC2CCCC2)c2ccccc2oc1=O
  LDHA block: 1

32. Cc1oc2ccc(OC(=O)c3ccccc3F)cc2c1C(=O)OC(C)C
  LDHA block: 6

33. Cc1ccc2oc(C(=O)N(C)CC(=O)Nc3ccc(Br)cc3C)cc(=O)c2c1
  LDHA block: -4

34. O=C(CN(Cc1ccccc1)Cc1ccccc1)OCC(=O)c1ccccc1
  LDHA block: 7

35. O=C(CC(=O)c1cccc(Cl)c1)c1cccc(Cl)c1
  LDHA block: 0

36. COc1ccc2nc(NC(=O)c3cc(-c4ccc(C)c(C)c4)on3)sc2c1
  LDHA block: -2

37. Cc1ccc(CSc2nc3c(cnn3CCO)c(=O)[nH]2)cc1
  LDHA block: -3

38. O=C(CNC(=O)c1ccc2n[nH]nc2c1)OC(C(=O)Nc1cc(C(F)(F)F)ccc1Cl)c1ccccc1 (centres undefined)
  LDHA block: 2

39. CCc1ccc(CNCCN2CCCC2)cc1
  LDHA block: 4

40. O=C(NC(c1ccccc1)C1CC1)C1CCCO1 (centres undefined)
  LDHA block: -3

41. Cc1ccc(-c2nnc(SC3=CS(=O)(=O)c4ccccc43)o2)cc1
  LDHA block: 0

42. CC(C)Cc1ccc(C(C)NC(=O)C(Cc2ccccc2)NC(=O)c2ccccc2)cc1 (centres undefined)
  LDHA block: 1

43. CCCC(=O)Oc1ccc2c(=O)c(Oc3cc(C)cc(C)c3)c(C(F)(F)F)oc2c1
  LDHA block: 2

44. Cc1nn2c(=O)cc(CSCC(=O)Nc3cccc4ccccc34)nc2s1
  LDHA block: 5

45. Cc1cc(C)c(C#N)c(SCc2cc(=O)oc3ccc(O)cc23)n1
  LDHA block: 12

46. FC(F)(F)c1ccc(CCNC(=S)NC2CC3CCC2C3)cc1 (centres undefined)
  LDHA block: 0

47. Cc1cccc(-c2[nH]ncc2C=O)c1
  LDHA block: -3

48. Cc1ccc(C(=O)c2ccc(C)c(C)c2)cc1C
  LDHA block: -5

49. CCn1nnnc1SCc1cc(=O)oc2cc(C)ccc12
  LDHA block: -13

50. COC(=O)CN1C(=O)CSc2ccc(S(=O)(=O)Nc3cccc(OC)c3)cc21
  LDHA block: -15

51. Cn1cc(C(=O)NCCNS(=O)(=O)c2ccccc2)c2ccccc21
  LDHA block: -4

52. Cc1ccc2nc(-c3cc(NC(=O)C(C)C)ccc3Cl)oc2c1
  LDHA block: -6

53. COc1cc(C2CC(=O)Nc3c2ncn3-c2ccccc2Br)ccc1O (centres undefined)
  LDHA block: 85

54. Cc1oc(-c2cccs2)nc1CC(=O)NCc1ccc(F)cc1
  LDHA block: 5

55. CC(CC(=O)O)CC(=O)N1CCOCC1 (centres undefined)
  LDHA block: 6

56. COc1ccc(CNC(=O)c2ccc3c(c2)NC(=O)CS3)cc1OC
  LDHA block: -4

57. CCc1ccc(C(=O)Nc2ccc(N(C)C)cc2)cc1
  LDHA block: 0

58. O=C(NCCCc1ccccc1)c1cc(-c2cccc3ccccc23)nc2ccccc12
  LDHA block: -2

59. COC(=O)CC(NC(=O)c1ccc(C#N)cc1)c1ccc(C)cc1 (centres undefined)
  LDHA block: 1

60. Cc1ccc(NC(=O)CN(C)S(=O)(=O)c2ccc(C(=O)N3CCOCC3)s2)cc1F
  LDHA block: -17

61. Cc1cc2cc(CNC(=S)Nc3cccc(Br)c3)ccc2[nH]1
  LDHA block: -2

62. CC(C)NC(=O)c1ccc(Cn2cnc3ccccc3c2=O)cc1
  LDHA block: 3

63. CC(C)c1ccc(NC(=O)/C=C/c2cc3cc(Cl)ccc3o2)cc1
  LDHA block: 0

64. CCCn1c(CSc2nnc(C3CC3)n2C2CC2)nc2cc(S(=O)(=O)N(C)C)ccc21
  LDHA block: 2

65. CC(=O)c1cccc(NC(=O)C(C)Sc2cc(Cl)ccc2Cl)c1 (centres undefined)
  LDHA block: 1

66. CCN(Cc1cccs1)C(=O)NC(C)c1cccc(Br)c1 (centres undefined)
  LDHA block: -23

67. CN(C)c1cccc(-c2ncnc(N3CCC(C(N)=O)CC3)n2)c1
  LDHA block: 1

68. CCCC(C)N(C)Cc1nnc(-c2ccc(Br)s2)o1 (centres undefined)
  LDHA block: -5

69. CC(=O)Nc1ccc(NC(=O)c2nnn(-c3ccc4noc(-c5ccc(Cl)cc5)c4c3)c2C)cc1
  LDHA block: 10

70. N#Cc1ccc(COc2ccccc2C#N)cc1
  LDHA block: -4

71. O=C(Cn1nc(C(=O)O)c2ccccc2c1=O)Nc1ccccc1Cl
  LDHA block: -10

72. COc1ccc(-c2c(C)oc3c(C)c(O)ccc3c2=O)cc1
  LDHA block: 0

73. CN(CCOC(=O)c1ccccc1Br)C(C)(C)C
  LDHA block: 10

74. Cc1nc(CSc2ccccc2C(=O)Nc2nc(-c3ccc(C)c(C)c3)cs2)no1
  LDHA block: -6

75. Fc1ccc(Oc2ncnc3c2oc2ccccc23)cc1
  LDHA block: 6

76. COc1ccc(CCNc2nc(C)nc3sc4c(c23)CCCC4)cc1OC
  LDHA block: -6

77. COC(=O)c1cc2oc(C)cc2n1Cc1ccccc1C
  LDHA block: 1

78. OC(CN(CC1CCOC1)C1CC1)c1ccc(C(F)(F)F)cc1 (centres undefined)
  LDHA block: -1

79. COc1ccc2c(=O)n3nc(Nc4ccc5c(c4)CCC5)sc3nc2c1
  LDHA block: 4

80. COc1ccc(/C=N/OCc2ccc(C)cc2)cc1OCc1ccccc1
  LDHA block: 11

81. O=C(Nc1ccc(F)c(Cl)c1)C1CCCN(c2ncnc3nc[nH]c23)C1 (centres undefined)
  LDHA block: -8

82. COc1ccc(CC(=O)OC(C)C(=O)c2ccc(C)cc2)cc1Br (centres undefined)
  LDHA block: 4

83. COc1cccc(NC(=O)C(Sc2nnc(-c3ccco3)n2C)c2ccccc2)c1 (centres undefined)
  LDHA block: -13

84. CCN(CC)Cc1ccc(CNC(=O)c2occc2C)cc1
  LDHA block: 10

85. O=C(Cc1ccc2c(c1)OCO2)OCc1ccc2c(c1)OCO2
  LDHA block: 8

86. CCOC(=O)c1cccc(C(=O)O)n1
  LDHA block: -2

87. CCCNc1c(NC(=O)Nc2ccc(CC)cc2)c(=O)oc2ccccc12
  LDHA block: 0

88. O=C1c2ccccc2C(c2nnnn2Cc2ccccc2)N1Cc1cccs1 (centres undefined)
  LDHA block: -11&-5

89. Cn1c(C(=O)N2CCc3ccccc3C2)cc2ccccc21
  LDHA block: 1

90. Cc1ccc2nc(-c3ccccc3Cl)cc(C(=O)NC3CC3)c2c1
  LDHA block: 17

91. O=C(c1cccnc1-c1nc2ccccc2s1)N1CCOCC1
  LDHA block: -2

92. CCOC(=O)c1cnc2ccc(OCC)cc2c1Nc1cc(C)ccc1OC
  LDHA block: 10

93. CC(=O)N1CCc2nc3sc(C(=O)Nc4ccc(Cl)cc4)c(N)c3c(C(F)(F)F)c2C1
  LDHA block: -1

94. Cc1cccc(Oc2ccc3c(c2)cc(C(=O)NCc2ccco2)n3C)c1
  LDHA block: 0

95. COCc1cccc(C(=O)NCCc2ccccc2)c1
  LDHA block: 7

96. Cc1ccc(N(CCC#N)C(=O)CN(C)CC(=O)Nc2ccccc2Cl)cc1
  LDHA block: -1

97. Cc1oc(-c2nc(C#N)c(NCC3CCCO3)o2)cc1S(=O)(=O)N(C)C (centres undefined)
  LDHA block: -7

98. O=C(Nc1noc2ccccc12)c1ccc(Br)o1
  LDHA block: 1
